Bioassay records as filed in PubChem.
TrxR1 inh: qHTS Assay for Inhibitors of Mammalian Selenoprotein Thioredoxin Reductase 1 (TrxR1): qHTS. recombinant rTrxR1, NADPH fluorescence consumption, selenite substrate. AID 588453, 2011. 390,000 compounds, 1% hits. Thioredoxin reductase 1, cytoplasmic (Rattus norvegicus), O89049. Potency, µM (doses to about 114 µM), inactives show top-dose activity change, negative = inhibition, usual class: inhibitors; also: potency is read from the fitted curve at half-maximal effect; % is scaled to controls: 0 for no effect and ±100 for the full control effect; nearly all actives have a fitted effect of over 65% in size
Target sequence (O89049 whole entry, looked up): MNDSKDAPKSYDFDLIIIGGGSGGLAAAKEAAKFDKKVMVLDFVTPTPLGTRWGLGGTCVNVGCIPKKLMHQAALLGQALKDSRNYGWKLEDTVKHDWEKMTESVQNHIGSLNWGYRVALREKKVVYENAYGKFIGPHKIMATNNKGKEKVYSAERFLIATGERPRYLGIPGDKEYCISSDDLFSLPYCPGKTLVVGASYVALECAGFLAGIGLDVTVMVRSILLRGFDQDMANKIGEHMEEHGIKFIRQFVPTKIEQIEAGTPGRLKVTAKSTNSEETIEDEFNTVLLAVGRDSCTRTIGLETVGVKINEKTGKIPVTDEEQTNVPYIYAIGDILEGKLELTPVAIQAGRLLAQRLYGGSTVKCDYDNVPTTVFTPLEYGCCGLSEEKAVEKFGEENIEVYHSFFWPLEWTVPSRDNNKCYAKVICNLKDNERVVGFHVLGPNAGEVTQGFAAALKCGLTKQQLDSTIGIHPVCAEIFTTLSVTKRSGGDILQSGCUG
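Rat TrxR1 (90 nM in the dispensed reagent) was pre-reduced with 400 uM NADPH for 5 min at room temperature, then incubated with compound for 15 min. After 400 uM selenite was added, NADPH fluorescence (Ex 340/Em 450 nm) was followed for 8 min.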
TrxR1 substrate: qHTS Assay for Substrates of Mammalian Selenoprotein Thioredoxin Reductase 1 (TrxR1): qHTS. AID 588456, 2011. purified TrxR1 substrate turnover, NADPH consumption readout. 390,000 compounds, 0.01% hits. Thioredoxin reductase 1, cytoplasmic (Rattus norvegicus), O89049. Potency, µM (doses to about 114 µM), inactives show top-dose activity change, negative = substrate turnover; also: potency is read from the fitted curve at half-maximal effect; % is scaled to controls: 0 for no effect and ±100 for the full control effect; nearly all actives have a fitted effect of over 50% in size
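Rat TrxR1, dispensed at 90 nM, was prereduced with 400 uM NADPH (final) for 5 min at ~22 deg C, then incubated with compound 15 min before 400 uM selenite. A first-read NADPH fluorescence drop versus no-compound background flagged substrates.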
mIDH1 inhibitor: qHTS for Inhibitors of mutant isocitrate dehydrogenase 1 (IDH1): qHTS; IDH1-R132H enzyme, NADPH consumption, diaphorase/resazurin fluorescence; Potency, µM (top dose mostly 76.6 µM), for inactives: at the top dose activity change, negative = inhibition, actives largely listed as inhibitors; 390,000 compounds, 0.093% hits; also: potency is read from the fitted curve at half-maximal effect; % is scaled to controls: 0 for no effect and ±100 for the full control effect; nearly all actives have a fitted effect of over 65% in size
Target sequence (O75874 whole entry R132H, stated change not applied): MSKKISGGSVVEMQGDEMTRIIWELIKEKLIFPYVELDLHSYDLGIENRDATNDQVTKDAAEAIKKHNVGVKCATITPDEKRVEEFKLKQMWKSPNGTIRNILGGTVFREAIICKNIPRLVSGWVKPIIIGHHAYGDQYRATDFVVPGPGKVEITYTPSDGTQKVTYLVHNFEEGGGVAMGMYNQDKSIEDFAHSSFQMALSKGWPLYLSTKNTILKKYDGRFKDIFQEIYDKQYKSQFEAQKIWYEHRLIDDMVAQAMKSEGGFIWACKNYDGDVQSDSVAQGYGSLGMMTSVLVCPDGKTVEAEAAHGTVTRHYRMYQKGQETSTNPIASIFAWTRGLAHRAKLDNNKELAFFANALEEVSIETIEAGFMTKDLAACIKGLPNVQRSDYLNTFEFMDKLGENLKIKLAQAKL
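IDH1-R132H (0.5 ug/mL dispensed) in pH 7.5 Tris buffer was preincubated 30 min with compound, then given a substrate mix of 0.016 mM NADPH and 2 mM alpha-KG for 80 min at room temperature; remaining NADPH was read by diaphorase/resazurin fluorescence.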
D2 antagonist: HTS Assay for Allosteric Antagonists of the Human D2 Dopamine Receptor: Primary Screen for Antagonists | HEK293 TREx D2 cells, calcium flux, dopamine EC80 | inhibition, % at 10 µM | 340,000 compounds, 2% hits; in the data active = inhibition above about 30%; also: 0% is about no effect
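Inhibition of EC80 dopamine-driven calcium flux, recorded kinetically, defines activity here; cells are a tetracycline-induced HEK293 T-REx line expressing force-coupled D2.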
TRHR PAM: qHTS for Small Molecule Agonists and Allosteric Enhancers of Human TRH Receptor: Primary Screen for Enhancers; Thyrotropin-releasing hormone receptor (Homo sapiens), P34981; 360,000 compounds, 0.66% hits; AID 493056, 2011; TRHR cells, fluo-8 calcium fluorescence, EC20 TRH enhancement; enhancement, % at 2 µM; in the data active = enhancement above about 30%; also: 0% is about no effect
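TRHR-expressing cells loaded with fluo-8 calcium dye were read kinetically (ex 480/em 530) during compound addition, then stimulated with an EC20 of TRH (10 nM final). Enhancement of the Gq-mediated intracellular calcium response was scored.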
TRHR agonist: qHTS for Small Molecule Agonists and Allosteric Enhancers of Human TRH Receptor: Primary Screen for Agonists; Thyrotropin-releasing hormone receptor (Homo sapiens), P34981; TRHR cells, calcium flux fluo-8, FDSS agonist mode; activation, % at 2 µM; 360,000 compounds, 0.18% hits; in the data active = activation above about 30%; also: 0% is about no effect
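TRHR-expressing cells loaded with fluo-8 calcium dye; 23 nL library compound pin-transferred, kinetic FDSS fluorescence (Ex 480/Em 530) recorded about 180 s for agonist-induced calcium release, before a 10 nM TRH EC20 addition for potentiator mode.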
Pin1 inhibitor: qHTS Assay to Find Inhibitors of Pin1 | Peptidyl-prolyl cis-trans isomerase NIMA-interacting 1 (Homo sapiens), Q13526 | Pin1 FP peptide displacement, HiFluor488, 10 min | Potency, µM (top dose mostly 115 µM), without a hit: at the top dose activity, negative = inhibition, most hits filed as inhibitors | 390,000 compounds, 0.009% hits | AID 504891, 2011; active = well fitted inhibition curve with a large enough effect in the polarisation, with a control signal flat, not every such curve was filed as active; inconclusive = small, poorly fitted or top-dose-only effect, or effect the other way, or a change in a side signal; inactive = no such curve, though single readings can be large or run the other way; the % refers to the polarisation; also: potency is read from the fitted curve at half-maximal effect; % is scaled to controls: 0 for no effect and ±100 for the full control effect
USP1-UAF1 inh: Inhibitors of USP1/UAF1: Primary Screen. Potency, µM (highest dose often 57.1 µM), for the others: top-dose activity change, negative = inhibition, actives largely listed as inhibitors. AID 743255, 2014. recombinant USP1/UAF1, Ub-Rhodamine cleavage fluorescence. Ubiquitin carboxyl-terminal hydrolase 1 (Homo sapiens), O94782. 390,000 compounds, 0.23% hits; also: potency is read from the fitted curve at half-maximal effect; % is scaled to controls: 0 for no effect and ±100 for the full control effect; nearly all actives have a fitted effect of over 60% in size; inactives centre near -12
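USP1/UAF1 complex at 1 nM was preincubated with compound for 15 min at room temperature, then Ub-Rho substrate (150nM final) was added. Fluorescence (480/540 nm) was read kinetically, 6 reads every 60 seconds.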
D2 agonist: HTS Assay for Allosteric Agonists of the Human D2 Dopamine Receptor: Primary Screen for Agonists | D(2) dopamine receptor (Homo sapiens), P14416 | HEK293 T-REx D2 cells, calcium flux agonist mode | activation, % at 2 µM | 340,000 compounds, 0.53% hits;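 active = activation over 3 SD above normal in the single-dose calcium agonist read, cut at about 30% in these data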; also: 0% is about no effect
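HEK293 Trex D2 cells, tetracycline-induced, o/n 30 C 5% CO2; no-wash Ca dye, RT 30–90 min; 10-cycle baseline, 23 nl cpd added, kinetic Ca read 180 s; agonist hits = positive Ca response.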
Active calls of the source: *; ? = inconclusive; . = not tested or not shown; [ ] = remark or other dose. Unless noted, calls follow the shape of the dose curve; as a rule, active = well fitted inhibition curve with a large enough effect; inconclusive = small, poorly fitted or top-dose-only effect; inactive = no such curve, though single readings can be large or run the other way.

Preview (2 entries):
canonical_smiles,TrxR1 inh,TrxR1 substrate,mIDH1 inhibitor,D2 antagonist,TRHR PAM,TRHR agonist,Pin1 inhibitor,USP1-UAF1 inh,D2 agonist
CCOC(=O)C(NCCc1ccccc1)(NC(=O)CC)C(F)(F)F (stereo not given),12.8%,5.0%,2.4%,-8.3,-9.4,-0.1,0.6%,-9.3%,1.9
O=C(Nc1cc(=O)c2ccccc2o1)N1CCOCC1,2.5%,-5.3%,2.7%,-1.7,9.1,-1.0,13.0%,-11.1%,0.6

This part in full, from the first entry:
canonical_smiles,TrxR1 inh,TrxR1 substrate,mIDH1 inhibitor,D2 antagonist,TRHR PAM,TRHR agonist,Pin1 inhibitor,USP1-UAF1 inh,D2 agonist
CCOC(=O)C(NCCc1ccccc1)(NC(=O)CC)C(F)(F)F (stereo not given),12.8%,5.0%,2.4%,-8.3,-9.4,-0.1,0.6%,-9.3%,1.9
O=C(Nc1cc(=O)c2ccccc2o1)N1CCOCC1,2.5%,-5.3%,2.7%,-1.7,9.1,-1.0,13.0%,-11.1%,0.6
Cc1cc(C)cc(C(=O)NC(CC(N)=O)c2ccc(NC3CCCCCC3)c([N+](=O)[O-])c2)c1 (stereo not given),3.6%,-2.2%,-5.6%,1.0,-0.2,-0.3,0.5%,?,0.9
Cn1ccc(C(=O)Oc2ccc(C(=O)Nc3ccc(F)cc3F)cc2)n1,-11.3%,-5.8%[57.1 µM],2.1%,5.9,-4.2,0.5,7.2%,-14.7%,0.2
O=S(=O)(c1ccccc1)N1CCN(C2CCCCCCC2)CC1,-4.7%,-2.3%,0.8%,.,-4.8,-0.2,-9.0%,3.7%,.
O=C(Oc1c(CN2CCOCC2)cc(Cl)c2cccnc12)c1ccccc1Br,21.1%,7.7%,1.0%,-5.8,1.1,0.0,31.6%[activator],-22.5%,0.0
CCCCCCN1C2=NCCCN2c2ccccc21,19.3%,6.1%,2.0%,-4.6,5.5,0.7,1.9%,-21.7%,-0.5
O=c1cc(CO)oc(C(Nc2ccccn2)c2ccc(C(F)(F)F)cc2)c1O (stereo not given),-17.7%,-9.1%,-1.7%,.,-6.4,0.4,?,4.1%,.
CC(=O)c1cc(-c2ccccc2)n(CC(=O)NCCc2ccc(C)cc2)c1C,30.4%[57.1 µM],2.7%[57.1 µM],-11.7%,.,0.9,-0.5,-1.7%,-8.6%,0.2
COc1cc(OC)c2c(-c3cccc(-c4ccc(CO)cc4)c3)cc(=O)oc2c1,20.8%,8.6%,-6.0%,.,.,.,?,-11.5%,.
Cc1cc(C)c(C)c(OC(=O)c2sc(Cl)nc2C)c1,11.7%,1.8%,3.9%,-4.3,1.8,0.1,-7.8%,-5.2%,1.5
CCn1c(CCNC(=O)c2ccc(Cl)cc2)nnc1SCC(=O)NC1CCCC1,5.3%,3.4%,-0.2%,5.3,-2.8,-1.2,-3.1%,-10.6%,-1.6
CCOC(=O)CSc1n[nH]c(=S)s1,?,-16.1%,-1.8%,0.6,3.0,0.3,-1.7%,-5.4%,0.2
CCOC(=O)c1c(N)n(CCOC(=O)c2cccs2)c2nc3ccccc3nc12,39.1%[activator],239.3%[activator],14.4%,5.5,-5.0,-0.3,1.4%,-20.1%,19.0
CCCCOc1ccc(C(=O)Nn2cnnc2)cc1,25.1%,11.0%,8.2%,-2.7,2.7,0.1,-2.0%,-17.2%,0.3
CCC(Oc1ccc(Br)cc1)C(=O)N1CCN(c2ncccn2)CC1 (stereo not given),16.6%,7.2%,2.9%,13.5,11.0,-0.7,4.5%,-5.3%,-0.4
O=C(O)c1cccc(NC(=O)c2cn(-c3ccccc3)nc2-c2cc3ccccc3o2)c1,-3.2%,-0.2%,-7.3%,-1.0,5.1,0.1,.,-25.3%,-0.3
COc1ccccc1Oc1cn[nH]c1-c1ccc(O)cc1O,5.6%,-8.6%,3.9%,6.2,28.2,-0.1,2.6%,-17.6%,-0.4
Cc1ccc(S(=O)(=O)NC2=NCN(CCOC(=O)c3ccc([N+](=O)[O-])cc3)CN2)cc1,3.9%,2.5%,8.9%,-2.0,-4.8,-1.1,0.6%,-8.0%,0.2
COc1ccc(C(=O)O/N=C(\N)c2ccc(OC)c(OC)c2)cc1,24.8%,2.9%,0.0%,-13.2,-10.1,-0.1,-5.1%,-13.3%,0.6
Cc1ccc(NC(=O)Cn2ccc([N+](=O)[O-])n2)cc1C,15.6%[57.1 µM],5.7%[57.1 µM],5.9%,-2.5,4.9,-0.3,-0.1%,-16.7%,0.6
O=C(COC(=O)c1cc(=O)[nH]c2ccccc12)NC1CCCCC1,22.4%[57.1 µM],17.5%[57.1 µM],11.1%,.,.,.,7.4%,-3.3%,.
COc1cc(N)c2ncccc2c1Br,10.0%,-4.8%,11.6%,.,.,.,7.1%,?,.
NC(=O)c1nc(-c2ccccc2)c(-c2ccccc2)[nH]c1=O,-5.6%[57.1 µM],0.8%[57.1 µM],-0.9%,.,.,.,3.3%,-26.3%,.
COc1cccc(C2C(C#N)=C(N)Oc3cc(C)n(Cc4ccccn4)c(=O)c32)c1OC (stereo not given),1.1%[57.1 µM],8.0%[57.1 µM],-1.7%,-12.3,-0.1,-0.9,-0.9%,-3.5%,0.1
CC(=O)c1cc2c(cc1NS(=O)(=O)c1ccc(C)cc1)OCO2,33.9%,2.9%,10.6%,1.5,6.9,-0.7,3.9%,-8.1%,0.7
Cc1ccc(C)c(S(=O)(=O)NCC(c2ccc3c(c2)OCO3)N2CCOCC2)c1 (stereo not given),-4.3%,-5.4%,4.0%,25.1,6.7,-0.3,-0.4%,-3.5%,-0.3
O=C(/C(=C/c1ccc(Cl)cc1)c1nc2ccccc2[nH]1)c1cccs1,?,-10.2%,-6.9%,2.6,0.5,0.3,18.6%,-20.5%,-0.1
O=C(CCS(=O)(=O)c1ccc(F)cc1)Nc1nnc(-c2cccs2)o1,6.8%,18.3%,2.3%,1.9,-1.6,0.8,1.3%,-16.6%,-0.8
CCOc1ccc(NC(=O)CC2C(=O)N(c3cccc(OC)c3)C(=O)N2C(C)C)cc1 (stereo not given),10.5%[57.1 µM],10.1%[57.1 µM],4.5%,-27.1,-2.0,0.5,-18.4%,1.1%,-0.6
Cc1cc(Cc2cc(C)c(N)cc2C)c(C)cc1N,22.8%,0.3%,-1.9%,-4.9,5.4,0.1,-4.0%,-12.8%,1.6
CCOc1cc(Cl)c(S(=O)(=O)NCCCn2ccnc2)cc1Cl,16.1%,-0.8%,6.9%,3.9,1.5,-0.3,-3.2%,-19.6%,0.4
Cc1c(NS(=O)(=O)c2cccc(C(=O)NCc3ccccc3Cl)c2)c(=O)n(-c2ccccc2)n1C,-11.2%,-7.0%,0.9%,24.0,-9.2,-0.4,-6.6%,-5.8%,-0.3
COC(=O)NN=C1CCC(c2ccccc2)CC1 (stereo not given),3.1%,0.3%,-3.2%,5.1,-1.0,0.4,-3.3%,-2.1%,-0.2
CCOc1ccc(CCN2C(=S)N([C@@H](CC(C)C)CN3CCCC3CN3C(=S)NC[C@@H]3Cc3ccc(O)cc3)C[C@@H]2Cc2ccc(O)cc2)cc1 (stereo not given in full),14.0%,-5.5%,-3.2%,.,.,.,49.6%[activator],-26.9%,.
O=C(c1cc(F)c(F)cc1Cl)N1CCCCC1,0.5%[57.1 µM],6.5%[57.1 µM],-1.8%,-11.1,2.8,0.5,2.4%,5.7%,1.6
Cc1ccc(CN(C(=O)COc2c(C)cccc2C)C2CCS(=O)(=O)C2)o1 (stereo not given),-4.7%,1.3%,.,.,-4.7,-0.5,-0.9%,-19.8%,1.4
COc1cccc(OC)c1C(=O)Nc1ccc2c(c1)N(S(=O)(=O)c1cccs1)CCC2,5.0%,-6.8%,0.8%,-19.5,4.0,-0.3,25.1%,-21.5%,0.1
NC(=O)c1nsc(C(=O)N(CC(=O)NCc2ccc3c(c2)OCO3)C2CCCC2)c1N,17.5%[57.1 µM],13.6%[57.1 µM],9.5%,-2.7,5.9,-0.3,-5.1%,-19.0%,-1.3
CCC(=O)Nc1cccc(-c2cc3ccccc3oc2=O)c1,1.7%,-4.0%,-2.8%,1.6,6.0,-0.7,-2.0%,-5.3%,6.5

This is a subset, so the mix of outcomes need not match the whole.
